Source: PubChem BioAssay (several laboratories)
TCR CD3 inh – blocks the human TCR-CD3 interaction; AID 651800; inhibition, % at 9.4 µM; 360,000 compounds, 0.37% hits; TAMRA-labeled TCR probe fluorescence, biochemical; in the data active = inhibition above about 19%;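 note: recombinant mutant TCR 2C K166C tagged with TAMRA read by polarization; 0% = receptor in buffer alone and 100% = receptor with positive control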
SIAE primary – blocks human sialic acid acetylesterase. Q9HAT2. inhibition, % at 9.66 µM. SIAE FP-Rh probe binding, fluorescence polarization. 370,000 compounds, 0.69% hits. AID 1053197;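 active = inhibition above a cutoff: mean of compounds within the control limits plus 3 SD of those, cut at about 17% in these data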;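 note: 0% = plate median of compound wells and 100% = probe without SIAE protein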
MBD2 DNA inh – inhibitors of human MBD2 binding to methylated oligonucleotide. AID 686964. TR-FRET. inhibition, % at 4.4 µM. 370,000 compounds, 0.31% hits; in the data active = inhibition above about 13%
PRMT1 FP inh – blocks human protein arginine methyltransferase 1 | Q99873 | recombinant PRMT1, activity-based probe fluorescence polarization | inhibition, % at 2.79 µM | 370,000 compounds, 1.3% hits | AID 652257;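 active = inhibition above about 21% made by adding two undisclosed values, limit read from the data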
GC-B act – GC-B (human) receptor activation; HEK293-GC-B cells, CNP EC30, cGMP TR-FRET; 0% at EC30 CNP, 100% saturating CNP; 370,000 compounds, 0.11% hits; AID 1920062; activation, % at 10 µM;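 active = activation at 10 µM reaching about 35% in either raw or pattern-adjusted values, limit read from the data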
GC-A act – GC-A (human) enzyme activation. P16066. HEK293 GC-A cells, cGMP TR-FRET, EC30 ANP; 0% at EC30 ANP, 100% saturating ANP. activation, % at 10 µM. 370,000 compounds, 0.14% hits; in the data active = activation above about 40%
UHRF1 MBD2 ctr – human UHRF1 methylated DNA binding inhibitors. Q96T88. UHRF1 binding to methylated oligo, TR-FRET. inhibition, % at 4.4 µM. 370,000 compounds, 0.75% hits. AID 687016; in the data active = inhibition above about 21%;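 note: UHRF1 SRA domain binding a hemimethylated CpG hairpin DNA probe; 0% = median of test compound wells and 100% = reference inhibitor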
Target sequence (Q96T88 whole entry, looked up, the tested form may be a part): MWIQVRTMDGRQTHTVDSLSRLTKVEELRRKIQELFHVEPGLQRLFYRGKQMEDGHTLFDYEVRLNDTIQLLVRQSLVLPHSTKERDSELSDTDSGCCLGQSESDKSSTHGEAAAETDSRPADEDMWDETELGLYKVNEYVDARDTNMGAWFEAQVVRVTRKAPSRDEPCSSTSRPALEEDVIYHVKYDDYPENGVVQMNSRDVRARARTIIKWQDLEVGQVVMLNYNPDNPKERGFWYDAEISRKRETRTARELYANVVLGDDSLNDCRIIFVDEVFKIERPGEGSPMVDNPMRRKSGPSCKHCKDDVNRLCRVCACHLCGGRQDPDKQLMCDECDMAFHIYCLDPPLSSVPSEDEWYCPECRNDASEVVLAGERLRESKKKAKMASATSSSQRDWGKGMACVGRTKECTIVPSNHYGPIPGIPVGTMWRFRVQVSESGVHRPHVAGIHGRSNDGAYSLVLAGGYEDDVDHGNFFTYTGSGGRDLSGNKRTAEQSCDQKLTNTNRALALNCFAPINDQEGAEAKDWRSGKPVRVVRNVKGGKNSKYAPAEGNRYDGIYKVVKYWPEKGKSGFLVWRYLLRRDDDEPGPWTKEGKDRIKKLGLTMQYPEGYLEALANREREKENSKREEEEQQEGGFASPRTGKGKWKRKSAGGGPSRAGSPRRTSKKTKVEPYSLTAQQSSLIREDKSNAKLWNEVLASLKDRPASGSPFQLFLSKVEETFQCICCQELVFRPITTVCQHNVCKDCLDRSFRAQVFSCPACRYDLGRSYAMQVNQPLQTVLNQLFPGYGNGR
rCAG RNA binder – r(CAG) repeat RNA binding; TO-PRO-1 dye displacement fluorescence; inhibition, % at 3 µM; 370,000 compounds, 1.3% hits;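 active = inhibition above the plate cutoff, the mean of all test compounds on that plate plus 3 SD, cut at about 35% in these data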;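 note: 0% = DMSO alone and 100% = 100 µM mitoxantrone as full dye displacement; higher means more dye released from RNA so lower well fluorescence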
ABHD4 inh – inhibitors of mouse ABHD4 | inhibition, % at 8.92 µM | 370,000 compounds, 0.54% hits | purified mABHD4, FP-Rh probe fluorescence polarization | AID 720543;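 active = inhibition exceeding the mean over every tested compound plus 3 SD, cut at about 30% in these data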;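 note: 0% = plate median of compound wells and 100% = S159A mutant with DMSO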
Target sequence (Q8VD66 whole entry, looked up): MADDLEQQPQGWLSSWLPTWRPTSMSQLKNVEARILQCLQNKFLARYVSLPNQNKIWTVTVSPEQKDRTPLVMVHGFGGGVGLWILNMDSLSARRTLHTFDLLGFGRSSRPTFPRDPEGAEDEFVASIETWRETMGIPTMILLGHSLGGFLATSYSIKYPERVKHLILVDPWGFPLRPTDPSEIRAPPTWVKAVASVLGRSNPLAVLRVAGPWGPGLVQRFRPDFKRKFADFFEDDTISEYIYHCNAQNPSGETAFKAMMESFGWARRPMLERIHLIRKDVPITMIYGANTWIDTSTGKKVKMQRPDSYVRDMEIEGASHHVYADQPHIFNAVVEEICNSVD
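Assay system: mouse ABHD4 enzyme, wild type / Also added: fluorescent activity-based probe FP-Rh / Doses: single nominal dose of 8.92 µM, 0.89% DMSO final / Timing: 45 min compound pre-incubation plus 60 min probe step, 25 °C / Signal: FP readout, ex 525 nm / em 598 nm / Control set: S159A mutant/DMSO as 100%, compound-well median as 0%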
HTRA1 inh – inhibitors of human serine peptidase HTRA1; Q92743; inhibition, % at 5.96 µM; 340,000 compounds, 0.5% hits; recombinant HTRA1, FP-rhodamine activity-based probe, fluorescence polarization; in the data active = inhibition above about 36%;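 note: 0% = enzyme with DMSO and 100% = wells lacking enzyme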
* marks the source's active call; other numbers are inactive results; / = not tested or not shown. A portion of the library (hit frequency here may not be typical).

canonical_smiles | TCR CD3 inh | SIAE primary | MBD2 DNA inh | PRMT1 FP inh | GC-B act | GC-A act | UHRF1 MBD2 ctr | rCAG RNA binder | ABHD4 inh | HTRA1 inh
NNC(=O)c1cc(-c2ccco2)[nH]n1 | -8.9 | 3.2 | 6.6 | -1.6 | -8.5 | 1.2 | -1.4 | 1.8 | -0.6 | -3.4
Cc1ccccc1CN1C(=O)c2ccccc2C1c1nnnn1Cc1ccccc1 (stereo not given) | -4.5 | 8.5 | 4.8 | -1.8 | 0.4 | -2.7 | -2.2 | 1.2 | 3.4 | /
O=C(NC1CCCN(c2ccc(C(F)(F)F)cn2)C1)c1ccnc(Cl)c1 (stereo not given) | 3.0 | -3.1 | -2.7 | -3.0 | -2.8 | -1.6 | 0.5 | -4.9 | 1.6 | -3.9
CCN(C(=O)COC(=O)CNC(=O)C12CC3CC(CC(C3)C1)C2)C1CCS(=O)(=O)C1 (stereo not given) | -6.3 | 4.8 | -5.8 | 1.1 | 2.8 | 0.6 | -0.2 | -1.8 | -3.2 | 11.1
CCCOC1CCCN(Cc2nc(-c3cnccn3)no2)C1 (stereo not given) | 2.0 | -0.4 | 5.0 | 7.9 | -0.2 | -2.6 | 1.4 | -4.1 | 4.0 | 3.9
CSc1ncccc1C(=O)OCC(=O)NCc1cccs1 | -4.4 | 4.8 | 2.6 | 1.1 | -0.9 | -0.3 | 0.5 | 1.4 | 7.8 | 2.0
COC(=O)N/N=C/c1cccc([N+](=O)[O-])c1 | 2.9 | 8.6 | -2.1 | -7.3 | -1.1 | 5.1 | -1.8 | 2.2 | 1.7 | 1.5
CCCNC(=O)N1CCC(c2ccc3c(c2)OCO3)CC1 | -1.6 | -0.4 | -2.7 | 2.1 | -0.3 | -1.8 | 0.8 | 3.8 | -8.1 | -0.1
COc1cc(C(=O)Nc2cccc(-c3nc4cc(C)cc(C)c4o3)c2)cc(OC)c1OC | -6.3 | -2.1 | -3.1 | 0.7 | -3.6 | 8.3 | 2.0 | 3.8 | -7.2 | -11.8
CCNC(=O)C1CCCN(C(=O)c2cccs2)CC1 (stereo not given) | -10.4 | -3.3 | 0.1 | 5.0 | -0.5 | 0.9 | 1.4 | 0.6 | -0.4 | /
CCCC(=O)Nc1c2c(nn1-c1ccc(OC)cc1)CS(=O)C2 (stereo not given) | 0.8 | 1.0 | 0.2 | -0.4 | 4.2 | 1.9 | 0.5 | 3.0 | -2.2 | 7.9
CSCCC(NC(=O)c1ccccc1)C(=O)NC1CC1 (stereo not given) | 6.3 | 4.1 | 1.6 | 0.7 | 1.1 | -1.4 | -0.9 | 0.5 | -4.8 | 0.4
Cc1cccc(C)c1NC(=O)CNC(=O)c1cnccn1 | 3.7 | -4.2 | -2.1 | 2.9 | 2.7 | 0.0 | 0.4 | 0.3 | 5.0 | -1.1
COc1ccc(NC2CCCN(C(=O)c3csc(C)n3)C2)cc1 (stereo not given) | 4.1 | 4.6 | -2.4 | -2.8 | 1.7 | -0.5 | -1.0 | -1.4 | 1.7 | 6.8
COc1cccc(NC(=O)COC(=O)c2ccc3c(c2)OCO3)c1 | 4.7 | 3.1 | 2.3 | 1.0 | 0.4 | -0.7 | -2.2 | 2.7 | -2.3 | -2.5

Molecules shown so far containing a thiophene ring, fused or not (2):
canonical_smiles | TCR CD3 inh | SIAE primary | MBD2 DNA inh | PRMT1 FP inh | GC-B act | GC-A act | UHRF1 MBD2 ctr | rCAG RNA binder | ABHD4 inh | HTRA1 inh
CSc1ncccc1C(=O)OCC(=O)NCc1cccs1 | -4.4 | 4.8 | 2.6 | 1.1 | -0.9 | -0.3 | 0.5 | 1.4 | 7.8 | 2.0
CCNC(=O)C1CCCN(C(=O)c2cccs2)CC1 (stereo not given) | -10.4 | -3.3 | 0.1 | 5.0 | -0.5 | 0.9 | 1.4 | 0.6 | -0.4 | /

Continuation:
canonical_smiles | TCR CD3 inh | SIAE primary | MBD2 DNA inh | PRMT1 FP inh | GC-B act | GC-A act | UHRF1 MBD2 ctr | rCAG RNA binder | ABHD4 inh | HTRA1 inh
CCOCCCn1c(SCC(=O)NC(C)(C)C)nc2ccccc2c1=O | 1.4 | 4.9 | 0.4 | 2.5 | 1.4 | -0.1 | -0.1 | -10.8 | 2.9 | 15.1
COc1ccc(NC(=O)CCCCC(=O)Nc2ccc(OC)cc2OC)c(OC)c1 | -8.7 | 6.8 | 0.5 | -3.4 | 3.5 | -2.7 | 2.9 | -3.4 | 4.7 | 10.7
CC(=O)c1ccc(-c2ccc(C(=O)NCC(c3ccco3)N(C)C)o2)cc1 (stereo not given) | 9.1 | -3.9 | -4.4 | 2.5 | -2.9 | -4.7 | -3.1 | 6.9 | -3.8 | -3.4
Cc1noc(NS(=O)(=O)c2ccc(NC(=O)CCn3c(=O)oc4ccccc43)cc2)c1C | 3.2 | 2.1 | -3.6 | -3.5 | 2.2 | -0.1 | 2.7 | 2.8 | 8.2 | 1.7
Cc1ccnc(NC(=O)c2cccc(NC(=O)COc3ccccc3)c2)c1 | 8.9 | -7.8 | -2.5 | 1.3 | 2.8 | 0.6 | -0.8 | -5.0 | 4.1 | -10.3
Cc1cccc(C(=O)NC2CCN(CC(=O)N3CCOCC3)CC2)c1 | 1.2 | 4.3 | 1.3 | -3.0 | 3.9 | 2.4 | -0.1 | -2.0 | 5.9 | 6.3
O=C(Nc1cccn2ncnc12)c1ccc(Cl)cc1 | -8.1 | 2.4 | 3.8 | 3.5 | -7.9 | 9.9 | 1.9 | -2.4 | -2.5 | -8.1
COc1cccc(N2CCN(c3c4c(nc5ncnn35)CCC4)CC2)c1 | -4.0 | -1.4 | 6.5 | 5.1 | -5.2 | -3.1 | 4.7 | -5.4 | -8.3 | 5.0
Cc1ccc(NS(=O)(=O)c2cccc(C(=O)N(C)Cc3cccs3)c2)cc1 | 3.7 | 3.3 | -5.3 | -1.0 | -2.7 | -1.2 | -1.7 | -0.5 | -1.1 | -2.7
CCN1C(=O)C(O)(CC(=O)c2cccc(-n3cccc3)c2)c2ccccc21 (stereo not given) | -4.3 | -4.9 | 1.0 | -1.1 | -5.2 | 0.7 | -0.3 | -1.1 | 3.1 | -11.2
CC(C(=O)OCC(=O)NC1CCCC1)N1C(=O)c2ccccc2C1=O (stereo not given) | -3.6 | -3.2 | 2.2 | -1.2 | -4.7 | 2.4 | 1.0 | 0.6 | -3.8 | 6.5
COc1ccc(C(Sc2ccccc2)c2ccccc2)cc1OC (stereo not given) | -8.1 | 10.8 | -2.1 | -3.1 | -4.1 | -8.1 | -1.2 | 0.7 | -10.6 | -8.7
Cc1cc(C)nc(NS(=O)(=O)c2ccc(NC(=O)c3ccco3)cc2)n1 | 3.5 | 8.5 | -3.3 | -0.2 | -7.8 | -5.1 | 1.8 | 0.4 | -2.1 | -0.9
CC(=O)Nc1cccc(NC(=O)c2ccc3c(c2)CCN3S(=O)(=O)c2ccccc2)c1 | 2.2 | -25.0 | -0.4 | -0.9 | -4.7 | 2.5 | -1.7 | 8.3 | -23.7 | -38.6
COc1ccc(-c2noc(-c3ccccc3C(=O)NCc3ccco3)n2)cc1 | -1.7 | 0.5 | -0.8 | 1.9 | -0.7 | -5.5 | 2.8 | 0.4 | 2.1 | -0.9

More results.
canonical_smiles | TCR CD3 inh | SIAE primary | MBD2 DNA inh | PRMT1 FP inh | GC-B act | GC-A act | UHRF1 MBD2 ctr | rCAG RNA binder | ABHD4 inh | HTRA1 inh
FC(F)Sc1ccc(NC2=NCCCCC2)cc1 | -1.5 | -2.3 | 0.6 | -0.3 | 2.7 | -4.8 | 0.6 | -5.7 | 1.8 | -0.1
COc1ccc(S(N)(=O)=O)cc1C(=O)N1CCCC1 | 0.8 | 1.2 | 3.1 | -2.0 | 5.9 | 1.9 | -4.0 | 1.3 | -2.3 | 2.5
CC1=NOC(=O)/C1=C\c1ccc2c(c1)OCO2 | 3.1 | 9.4 | -6.6 | -3.9 | 27.2 | 38.9 | -1.7 | 2.0 | 1.2 | -2.5
O=C(CN1C(=O)COc2ccc(S(=O)(=O)N3CCCC3)cc21)N1CCCC1 | 3.5 | 3.6 | -2.4 | -3.2 | 2.2 | 1.0 | -1.0 | -1.7 | -1.7 | 2.4
COc1ccccc1CNS(=O)(=O)c1cc2c3c(c1)CCC(=O)N3CCC2 | -11.2 | -0.9 | -5.0 | -0.6 | 1.4 | 1.4 | 3.4 | 2.2 | -8.1 | -5.9
CC(C)S(=O)(=O)C1=NSC2=NC(=O)/C(=C\c3ccc(-c4cccc(C(=O)O)c4)o3)C(=N)N21 | -8.2 | -71.9 | 0.5 | 4.8 | / | / | 5.9 | 72.0* | -23.9 | -29.9
CCN(CC)C(=O)c1sc(NC(=O)Cc2ccc(OC)cc2)c(C#N)c1C | 6.6 | -1.8 | 1.1 | -1.8 | 27.5 | 20.1 | 1.6 | -4.0 | 2.2 | 3.3
Cn1c(SCCC(=O)O)nnc1-c1ccncc1 | 5.1 | 5.5 | -4.2 | -4.4 | 6.1 | -1.5 | -1.3 | -0.6 | 1.5 | 1.4
O=C(CSc1nnc(-c2cccnc2)n1Cc1ccco1)c1ccc(Cl)cc1 | 0.8 | 1.8 | -6.2 | 3.2 | -5.6 | -4.0 | -1.8 | -0.8 | -3.2 | 0.9
COc1ccc(C(CC(=O)Nc2ncccc2C)N2Cc3ccccc3C2=O)cc1 (stereo not given) | 5.1 | 4.4 | -1.1 | -2.5 | 16.0 | 1.9 | -0.9 | -5.1 | -5.6 | 10.9
O=S(=O)(NCC1CCCO1)c1ccc(S(=O)(=O)N(Cc2ccccc2F)C2CCCCC2)cc1 (stereo not given) | -0.4 | -6.2 | 1.6 | -0.3 | 3.6 | 2.5 | -1.1 | 0.1 | 3.8 | -44.6
CCOC(=O)c1[nH]c(=O)[nH]c1COC(=O)c1cc2ccccc2o1 | 7.0 | 1.2 | -5.2 | -2.5 | 3.4 | -0.2 | 2.2 | 2.2 | -2.8 | 1.6
COC(=O)[C@H](NC(=O)c1cc(-c2ccccc2)nc2ccccc12)c1ccccc1 | 4.8 | -13.5 | 5.8 | 2.6 | 2.6 | -4.5 | 1.6 | 1.2 | -18.3 | -11.2
CCCOc1ccc(/C=c2\sc3nc(-c4ccco4)nn3c2=O)cc1OCC | -0.3 | -6.6 | 30.8* | 16.2 | 4.3 | 20.8 | 30.6* | 20.4 | 3.5 | 2.5
CCc1ccc(S(=O)(=O)Nc2cccc(-c3ccc4nnc(C)n4n3)c2)s1 | 1.0 | -8.3 | -4.6 | 1.9 | -1.1 | -0.3 | 19.2 | 11.0 | 0.1 | 3.6

(further entries)
canonical_smiles | TCR CD3 inh | SIAE primary | MBD2 DNA inh | PRMT1 FP inh | GC-B act | GC-A act | UHRF1 MBD2 ctr | rCAG RNA binder | ABHD4 inh | HTRA1 inh
Cc1cccc(OCC(=O)OCC(=O)Nc2ccc(Cl)cn2)c1 | -5.0 | -6.5 | 4.2 | -4.0 | -6.0 | -1.3 | 3.1 | 1.1 | -0.2 | -0.1
COc1ccc(Cn2cccc(NC(=O)Nc3cccc(C#N)c3)c2=O)cc1 | -0.5 | -8.7 | 8.5 | 3.2 | -8.3 | -15.7 | -0.2 | 4.9 | 6.3 | -8.5
COc1cc(/C=C/C2=CC(C)(C)NC(=S)N2)cc(OC)c1OC | 3.5 | 10.3 | -7.7 | -0.5 | -12.4 | -33.1 | -1.6 | -5.0 | 1.3 | 1.1
C=CCOc1ccccc1CN1CCN(CCc2ccccc2)C(CCO)C1 (stereo not given) | -1.3 | -1.2 | 5.4 | 3.6 | -0.2 | -1.2 | 2.1 | -8.2 | -5.5 | 7.8
O=C(CCc1c[nH]c2ccccc12)NN1C(=O)NC2(CCCCC2)C1=O | -5.9 | 0.8 | -4.0 | -3.4 | -1.1 | -0.6 | 0.6 | 0.1 | -6.0 | -4.7
